USP7 inh: inhibitors of human USP7 deubiquitinase; Q93009; purified USP7, Ub-rhodamine cleavage fluorescence; inhibition, % at 20 µM; 47,000 tested, 0.3% active; AID 1645854
Target sequence (Q93009 whole entry, looked up): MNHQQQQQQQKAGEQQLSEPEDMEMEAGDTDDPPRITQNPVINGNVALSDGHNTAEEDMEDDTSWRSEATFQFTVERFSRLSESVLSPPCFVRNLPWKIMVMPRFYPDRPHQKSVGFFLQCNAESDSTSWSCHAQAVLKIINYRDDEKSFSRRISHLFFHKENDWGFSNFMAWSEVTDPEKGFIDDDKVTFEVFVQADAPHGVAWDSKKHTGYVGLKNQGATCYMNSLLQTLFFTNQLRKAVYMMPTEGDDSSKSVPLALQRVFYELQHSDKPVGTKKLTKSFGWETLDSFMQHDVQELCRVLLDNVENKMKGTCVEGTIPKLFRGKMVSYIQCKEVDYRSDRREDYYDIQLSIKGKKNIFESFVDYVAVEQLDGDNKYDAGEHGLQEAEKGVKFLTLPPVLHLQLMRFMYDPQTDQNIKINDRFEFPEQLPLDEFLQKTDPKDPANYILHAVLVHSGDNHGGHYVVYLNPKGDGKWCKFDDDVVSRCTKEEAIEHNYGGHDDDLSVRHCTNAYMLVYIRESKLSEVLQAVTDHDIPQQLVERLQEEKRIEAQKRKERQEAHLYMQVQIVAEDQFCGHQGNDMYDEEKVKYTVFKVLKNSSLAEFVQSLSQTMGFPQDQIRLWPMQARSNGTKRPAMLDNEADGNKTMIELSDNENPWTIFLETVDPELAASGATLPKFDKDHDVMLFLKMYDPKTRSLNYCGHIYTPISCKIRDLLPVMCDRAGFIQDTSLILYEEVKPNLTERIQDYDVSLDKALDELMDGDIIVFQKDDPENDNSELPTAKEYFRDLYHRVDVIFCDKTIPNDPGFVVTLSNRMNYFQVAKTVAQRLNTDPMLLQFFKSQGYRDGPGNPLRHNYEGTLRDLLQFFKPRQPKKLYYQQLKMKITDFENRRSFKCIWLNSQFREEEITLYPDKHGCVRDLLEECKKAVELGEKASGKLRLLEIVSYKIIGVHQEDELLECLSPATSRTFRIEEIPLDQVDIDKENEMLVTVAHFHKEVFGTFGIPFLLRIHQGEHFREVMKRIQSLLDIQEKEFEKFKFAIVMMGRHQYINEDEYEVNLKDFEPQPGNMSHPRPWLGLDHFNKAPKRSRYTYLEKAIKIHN
USP17 inh: blocks human USP17 ubiquitin-rhodamine cleavage; purified USP17, Ub-rhodamine cleavage fluorescence, 3 h; inhibition, % at 50 µM; 47,000 tested, 6.5% active; AID 1645855
USP30 block: blocks human USP30 ubiquitin-rhodamine cleavage. purified USP30, Ub-rhodamine cleavage fluorescence. inhibition, % at 25 µM. 47,000 tested, 5.3% active. AID 1645860
USP8 block: blocks human USP8 ubiquitin-rhodamine cleavage; P40818; purified USP8, Ub-rhodamine cleavage fluorescence, 30 min; inhibition, % at 20 µM; 47,000 tested, 4.2% active
USP10 block: blocks human USP10 ubiquitin-rhodamine cleavage; Q14694; purified USP10, Ub-rhodamine fluorescence, 60 min; inhibition, % at 20 µM; 47,000 tested, 1.1% active; AID 1645856
UCHL1 inh: blocks human UCHL1 ubiquitin-rhodamine cleavage; P09936; purified UCHL1, Ub-rhodamine cleavage fluorescence; inhibition, % at 20 µM; 47,000 tested, 0.2% active; AID 1645859
OTUD3 inh: human OTUD3 deubiquitinase inhibition. purified OTUD3, Ub-rhodamine fluorescence, 2 h. AID 1645858. 47,000 tested, 0.7% active. inhibition, % at 25 µM. Q5T2D3
USP28 block: human USP28 deubiquitinase inhibition; inhibition, % at 25 µM; AID 1645857; purified USP28, Ub-rhodamine cleavage fluorescence, 30 min; 47,000 tested, 3% active
* marks the source's active call; other numbers are inactive results; / = not tested or not shown. No stated cut-off is given here; in the data, active means inhibition above about 30%; inactive means the rest.

cpd	Molecule	UCHL1 inh	USP7 inh	USP28 block	USP17 inh
1	COc1ccc(NC(=O)c2cnn(-c3ccc(F)cc3)c2C)cc1	0	4	18	19
2	O=C(NCCc1ccc(F)cc1)c1cccc(N2C(=O)CCS2(=O)=O)c1	2	-1	18	18
3	COc1ccc(S(=O)(=O)CS(=O)(=O)C(F)(F)F)cc1	2	6	7	0
4	Cc1cnn(CC2CCCCN2C(=O)Cc2c(C)noc2Cl)c1 (stereo not drawn)	0	0	0	1
5	Cc1cc(OCC(=O)Nc2ccccc2C#N)nc(N2CCCCCC2)n1	-2	-9	/	-10
6	N#Cc1ccc(S(=O)(=O)N2CCN(c3ncnc4cc(Cl)ccc34)CC2)cc1	4	4	21	22
7	Cc1nnc2c(SCc3ccccc3F)nc3ccccc3n12	-3	-14	-37	-17
8	O=S(=O)(NCC12CC3CC(CC(C3)C1)C2)c1ccc(Cl)c2ccccc12	5	7	-3	6
9	CC(=O)c1cccc(NC(=O)Cn2cc(-c3ccccc3)c3ncn(C4CC4)c(=O)c32)c1	-19	-6	-54	-44
10	Fc1ccc(Cn2c(C3CCCO3)nc3ccccc32)cc1 (stereo not drawn)	-1	-146	3	-4
11	CN(Cc1cccnc1)c1nc2c(c(=O)[nH]1)CCN(Cc1cccnc1)CC2	0	1	3	4
12	Cn1c(=O)c2c(-c3ccccc3)n(-c3ccc4c(c3)OCCO4)cc2n(C)c1=O	-5	-12	-16	32*

cpd	USP30 block	USP10 block	OTUD3 inh	USP8 block
1	-15	1	0	2
2	37*	4	9	18
3	3	-1	8	20
4	5	0	6	0
5	/	-5	16	-18
6	29	26	7	8
7	-65	-7	-22	-12
8	9	7	3	2
9	-131	-3	-39	-21
10	10	-1	0	7
11	0	-5	9	16
12	-52	0	-16	74*

Four records picked at random from those above, as already listed:
cpd	Molecule	UCHL1 inh	USP7 inh	USP28 block	USP17 inh
3	COc1ccc(S(=O)(=O)CS(=O)(=O)C(F)(F)F)cc1	2	6	7	0
6	N#Cc1ccc(S(=O)(=O)N2CCN(c3ncnc4cc(Cl)ccc34)CC2)cc1	4	4	21	22
2	O=C(NCCc1ccc(F)cc1)c1cccc(N2C(=O)CCS2(=O)=O)c1	2	-1	18	18
9	CC(=O)c1cccc(NC(=O)Cn2cc(-c3ccccc3)c3ncn(C4CC4)c(=O)c32)c1	-19	-6	-54	-44

cpd	USP30 block	USP10 block	OTUD3 inh	USP8 block
3	3	-1	8	20
6	29	26	7	8
2	37*	4	9	18
9	-131	-3	-39	-21

Later entries:
cpd	Molecule	UCHL1 inh	USP7 inh	USP28 block	USP17 inh
13	Nc1nnc(-c2ccccc2[N+](=O)[O-])o1	0	2	1	-7
14	CC(C)n1cc(C(=O)O)c(S(=O)(=O)N2CCN(c3ccccc3)CC2)n1	2	-10	-4	-29
15	CCOC(=O)C1=C(CNCc2ccc3c(c2)OCO3)NC(=O)NC1c1ccccc1 (stereo not drawn)	2	-7	3	-4
16	O=C(Nc1ccc(F)cc1)C1Nc2ccccc2S(=O)(=O)N1 (stereo not drawn)	0	2	15	9
17	Cc1c(C)c2ccc(OCC(=O)NCc3ccccn3)c(C)c2oc1=O	1	6	15	40*
18	CCc1nnc(C2(c3cccc(F)c3)CCOCC2)o1	1	-2	-6	-4
19	COC(=O)c1ccc(NC(=O)CSc2nc3ncc(Cl)cc3[nH]2)cc1	5	3	-6	17
20	Cn1nc(C2CCCN(C(=O)COc3ccccc3)C2)c2nccnc21 (stereo not drawn)	-1	-2	8	4
21	O=C(NC1CC1)c1ccc(OCC2CCCN(C(=O)c3ccccc3)C2)cc1 (stereo not drawn)	5	25	15	16
22	Cc1ccc(NC(=O)CSc2nc3c(cc2C#N)C(=O)CCC3)cc1	1	2	0	55*
23	COc1ccc(CN2CCC(NC(=O)c3cc(F)ccc3F)C2)cn1 (stereo not drawn)	-3	-4	-8	-16
24	CCC(C)Oc1cccc(C(=O)Nc2ccc(CN3CCOCC3)cc2)c1 (stereo not drawn)	-2	-2	80*	-8

cpd	USP30 block	USP10 block	OTUD3 inh	USP8 block
13	4	0	4	0
14	-12	-1	-3	-257
15	-339	2	6	2
16	-5	3	4	3
17	46*	2	7	2
18	-4	4	-2	7
19	-29	30	-12	0
20	1	-1	6	3
21	21	1	22	3
22	0	21	10	14
23	-38	-8	-6	0
24	0	-5	-3	7

Following part.
cpd	Molecule	UCHL1 inh	USP7 inh	USP28 block	USP17 inh
25	CC(C)(C)c1ccc(Oc2coc3cc(OCC(=O)O)ccc3c2=O)cc1	-3	-1	6	3
26	COc1cccc(-c2cc(C(=O)NC3CNC(=O)C3)[nH]n2)c1 (stereo not drawn)	2	/	15	-1
27	CN1C[C@H]2C3(CCN(C(=O)c4ccccc4)CC3)CC[C@@]2(C(=O)N(C)C)C1	0	5	8	-7
28	COc1ccc(C2C3CCCCC3(O)CCN2C(=O)/C=C/c2ccccc2)c(OC)c1 (stereo not drawn)	5	0	6	6
29	Cc1cc(OCC(=O)NCC(=O)N2CC[C@@]3(O)CCCC[C@H]3C2)c2c(C)c(C)c(=O)oc2c1	-2	-35	-4	-1
30	Cc1nc(Nc2nncs2)cc(C2CCCN2C(=O)c2ccccc2)n1 (stereo not drawn)	-5	0	-5	-6
31	CCc1ccc(CN(C)C(=O)c2ccc(NS(=O)(=O)c3ccc(F)c(F)c3)cc2)cc1	8	9	24	27
32	CCOc1ccc2ncc(S(=O)(=O)c3ccccc3)c(N3CCCCCC3)c2c1	6	10	13	/
33	Cc1cccc(N2C(=O)/C(=C\c3ccc4c(c3)OCCO4)c3ccccc3C2=O)c1	-4	-17	13	55*
34	Cc1sc2ncnc(OCc3ccc([N+](=O)[O-])cc3)c2c1C	0	-87	46*	-4
35	COc1cc(-c2nc3n(n2)C(c2cccc(O)c2)C2=C(CCCC2=O)N3)cc(OC)c1OC (stereo not drawn)	3	2	7	26
36	O=C(Nc1nnc(C2CCCCC2)s1)C1CC(=O)N(c2ccc3c(c2)OCCO3)C1 (stereo not drawn)	2	0	19	3

cpd	USP30 block	USP10 block	OTUD3 inh	USP8 block
25	3	10	3	-9
26	0	0	3	0
27	24	1	7	-91
28	12	1	1	-15
29	6	-2	-2	-2
30	26	1	-3	4
31	41*	38*	9	19
32	22	3	11	20
33	6	-6	-8	88*
34	-99	-4	-15	-136
35	-12	4	-4	-7
36	-4	11	-3	4

Following part:
cpd	Molecule	UCHL1 inh	USP7 inh	USP28 block	USP17 inh
37	O=C(NCc1cccnc1-c1ccccc1)C1CCC1	3	4	3	9
38	O=C(Cn1cc(S(=O)(=O)Cc2ccccc2Cl)c2ccccc21)N1CCCC1	2	1	7	-1
39	CC1(C(=O)NC2CCCCCC2)Cn2c(cc3occc32)C(=O)N1Cc1ccccc1 (stereo not drawn)	6	-89	-46	-34
40	O=C(NCc1nnc(SCC(=O)N2CCN(c3ccccc3)CC2)o1)c1ccccc1F	-3	-1	-11	2
41	CCN(Cc1ccncc1)C(=O)c1cc2ccccc2oc1=O	-2	0	0	7
42	O=C(Cc1ccccc1Cl)Nc1ccc(N2CCOCC2)cc1	3	4	7	32*
43	NC(=O)c1cccc(NC(=O)c2ccc(F)cc2F)c1	1	2	5	13
44	COc1cccc(NC(=O)C2=CCN(Cc3ccccc3F)CC2)c1	-2	-28	0	-24
45	O=C(NCCC1=CCCCC1)C1CN(C(=O)c2cnccn2)C1	-1	0	3	-2
46	O=C(Oc1ccc(-c2cnc3ccccc3n2)cc1)c1ccc(F)cc1	1	5	-4	65*
47	CC(=O)N1CCCCCC1C1CCN(c2ncccc2[N+](=O)[O-])CC1 (stereo not drawn)	2	-7	0	-18
48	Cn1ncc2c1C(COCC1CC1)N(C(=O)c1ccncc1)CC2 (stereo not drawn)	0	1	0	-17

cpd	USP30 block	USP10 block	OTUD3 inh	USP8 block
37	19	2	8	21
38	25	0	6	11
39	-296	7	-46	6
40	-18	-4	-9	2
41	-33	-3	-1	-19
42	0	0	4	52*
43	29	4	12	17
44	-19	-1	-9	-7
45	2	-2	0	-24
46	-2	1	0	1
47	-2	-4	9	-76
48	-20	-2	0	-117

Continued:
cpd	Molecule	UCHL1 inh	USP7 inh	USP28 block	USP17 inh
49	O=c1c(-c2ccc3ccccc3n2)cc2ccccc2n1Cc1ccccc1	3	0	-3	-20
50	Cc1cccc(CSc2nc(C)nc3c2oc2ccccc23)c1	0	1	0	3
51	Cc1ccc(S(=O)(=O)Nc2nc(-c3ccc4c(c3)NC(=O)C(C)O4)c(C)s2)cc1 (stereo not drawn)	4	13	22	/
52	CC(C)(C)NC(=O)N1CCCN(C2CCN(Cc3ccccc3)C2=O)CC1 (stereo not drawn)	2	-1	10	7
53	Cn1nc(C(=O)NC2CCCCCC2)c2c1-c1ccsc1CC2	4	0	7	15
54	O=C(c1ccc2c(c1)OCCCO2)N1CCN2C[C@@H](CO)[C@H](c3ccccc3)[C@H]2C1	-1	-9	-2	-1
55	COc1ccc(S(=O)(=O)NC2CCN(c3ccccc3)C2=O)cc1 (stereo not drawn)	2	1	7	5
56	CC(C)N1Cc2ccccc2CC2(CC(N3CCOCC3)C2)C1 (stereo not drawn)	3	/	7	6
57	Cc1nc(-c2cc3cc(Cl)ccc3o2)cs1	-2	-7	-37	-17
58	Cc1ncccc1Oc1nccnc1C1CCCN(C(=O)c2cnccn2)C1 (stereo not drawn)	2	8	5	12
59	COC(=O)c1ccc(Cn2nnc3c(=O)[nH]c(C4CCCN(S(=O)(=O)c5ccc(C)cc5)C4)nc32)cc1 (stereo not drawn)	7	18	32*	27
60	Cc1ccc(S(=O)(=O)c2c(C(=O)N3CCCCC3)cnc3ccccc23)c(C)c1	0	-9	5	0

cpd	USP30 block	USP10 block	OTUD3 inh	USP8 block
49	-11	1	0	-15
50	11	1	11	-1
51	26	41*	13	50*
52	6	-3	4	2
53	22	9	13	2
54	-2	1	0	5
55	10	-1	4	7
56	4	3	6	1
57	-303	-2	-26	-19
58	18	2	8	8
59	36*	41*	13	25
60	11	-4	5	3

The list goes on:
cpd	Molecule	UCHL1 inh	USP7 inh	USP28 block	USP17 inh
61	COCCN1C(=O)CC[C@@]2(C(=O)Nc3ccccn3)CCCC[C@@H]12	-4	1	-9	-1
62	O=C(NCCc1csc(-c2cccnc2)n1)c1ccc(C(F)(F)F)cc1	0	-4	3	-9
63	Cc1ccccc1C(=O)Nc1ccc(-n2nnc(C(=O)N3CCCC3)n2)cc1	2	1	12	7
64	O=C(c1cc(C2CC2)[nH]n1)N1CCn2c(nnc2-c2ccccc2)C1	-2	0	0	0
65	CCOC(=O)c1c(C)[nH]c(C(=O)C(C)OC(=O)c2cccc(O)c2)c1C (stereo not drawn)	7	25	/	2
66	O=C1NCCCCC1NS(=O)(=O)c1ccc2c(c1)CCO2 (stereo not drawn)	-2	0	2	2
67	Nc1c(-c2ccncc2)nsc1C(=O)N1CCN(c2ccccc2F)CC1	0	-10	-1	-9
68	COCCN1CC=CCC2(CCN(C(=O)c3nccc4ccccc34)CC2)C1=O	-1	3	1	8
69	O=C(Nc1ccc(Sc2cccc(C(F)(F)F)c2)cc1)c1ccc(F)cc1	-2	4	-15	-14

cpd	USP30 block	USP10 block	OTUD3 inh	USP8 block
61	-6	-3	-5	-15
62	-1	-2	-9	-6
63	5	1	6	8
64	-3	1	-1	9
65	/	4	1	9
66	-1	-5	1	0
67	-11	0	-4	-13
68	-17	-4	7	11
69	-20	6	-8	-3

High-throughput results deposited in PubChem BioAssay by Dana-Farber Cancer Institute and Novartis Institutes for BioMedical Research (Cambridge, Mass).
